# From PubChem
# OX1R antag-1 = blocks the human orexin 1 receptor; inhibition, % at 5 µM; AID 434989; actives 0.43% (n = 330,000); CHO/OX1R cells, Fluo-8 calcium fluorescence, orexin A; O43613;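 active means inhibition above its plate's threshold, mean inhibition of all tested compounds on the plate plus 3 SD, cut at about 37% in these data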;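 further: 0% = orexin A challenge wells and 100% = SB-334867-A antagonist wells; not every result past the cut was called active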
# Target sequence (O43613 whole entry, looked up): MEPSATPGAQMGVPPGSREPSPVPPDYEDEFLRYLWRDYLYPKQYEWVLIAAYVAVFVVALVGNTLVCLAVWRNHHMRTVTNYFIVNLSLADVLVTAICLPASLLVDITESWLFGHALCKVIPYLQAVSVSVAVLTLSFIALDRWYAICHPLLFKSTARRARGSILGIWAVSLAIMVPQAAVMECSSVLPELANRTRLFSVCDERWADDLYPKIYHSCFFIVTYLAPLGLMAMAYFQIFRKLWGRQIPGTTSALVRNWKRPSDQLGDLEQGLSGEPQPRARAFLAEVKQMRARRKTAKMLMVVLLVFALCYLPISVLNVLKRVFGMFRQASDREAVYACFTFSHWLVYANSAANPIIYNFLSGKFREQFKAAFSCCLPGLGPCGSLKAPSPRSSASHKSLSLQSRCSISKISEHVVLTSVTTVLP
# OX1R antag-2 = antagonists of human orexin 1 receptor (OX1R). OX1R-expressing cells, FRET antagonist read-out. O43613. actives 1.8% (n = 330,000). inhibition, % at 6.6 µM. AID 485270; in the data active means inhibition mostly above about 38%, no sharp cut-off; inactive means mostly below about 40%;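 further: 0% = agonist challenge alone and 100% = reference antagonist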
# The depositor's hits bear a star.
SMILES,OX1R antag-1,OX1R antag-2
COc1ccc(CC(=O)Nc2ccccc2N2CCOCC2)cc1OC,-18,8
COc1ccc(C2=NO[C@@H]3C(=O)N(c4ccc5c(c4)OCCO5)C(=O)[C@H]23)cc1OC,-15,0
CCCc1c(C(=O)NNc2cc(C(F)(F)F)ccc2Cl)cnn1-c1ccccc1,-28,1
CCOC(=O)C[C@H]1c2ccc(C(F)(F)F)cc2S(=O)(=O)N1C1CCCC1,-9,38
Cc1ccc(CN2CCN(Cc3cccc(OCCO)c3)CC2CCO)o1 (centres undefined),-16,16
CSc1nc(O)c(C(c2ccc(C)cc2)c2c(O)nc(SC)[nH]c2=O)c(=O)[nH]1,-5,6
CN1CCc2c(sc3nc(NN)n(-c4ccc(Cl)cc4)c(=O)c23)C1,-10,14
O=C(Nc1ccc(Cl)cn1)C1CCCN1S(=O)(=O)c1cccc2ccccc12 (centres undefined),3,64*
Cc1cccc(C)c1NC(=O)NC1(C(=O)N2CCCC2)CCCCC1,-7,7
CCCC(=O)Nc1ccc(C(=O)NCc2ccccn2)cc1,-20,6
O=C(COC(=O)Cc1cccc(C(F)(F)F)c1)Nc1ccccc1,-13,14
CCCc1ccc(OC(=O)c2cccs2)cc1,-7,5
O=C(c1cccc([N+](=O)[O-])c1)N1CCCC(C(=O)N2CCc3ccccc3C2)C1 (centres undefined),-24,5
O=C(NC12CC3CC(CC(C3)C1)C2)N1CC2Cc3cccc(=O)n3C(C2)C1 (centres undefined),0,27
Cc1ccccc1C(=O)N1CCN(c2ccc(NC(=O)c3ccc4c(c3)OCO4)cc2)CC1,-23,11
CCCCn1c(SCC(=O)c2ccc3c(c2)OCCO3)nnc1-c1ccoc1C,-9,11
Cc1ccc(C)n1-c1nn(S(=O)(=O)c2cccc(C(F)(F)F)c2)c2cccc(F)c12,-4,21
CCOc1ccc(CC(=O)NCCc2cnc[nH]2)cc1,-9,-1
C=CC[C@@H](CC(=O)NCCO)C(=O)N[C@@H](COC(=O)[C@@H](CC=C)Cc1ccc(F)cc1)Cc1ccccc1,-24,13
C[C@@H](NC(=O)C(=O)c1c[nH]c2ccccc12)c1ccccc1,-6,13
O=C(NCc1ccccc1F)C1CCC(=O)N(Cc2ccc(Cl)cc2)C1 (centres undefined),-16,3
O=C(N/N=C/c1cccn1-c1ccc(O)cc1)c1cccc2ccccc12,-5,17
O=C(c1ccco1)N1CCC(c2nc3c(nnn3Cc3c(Cl)cccc3Cl)c(=O)[nH]2)CC1,-13,5
COc1cc(C2NC(=O)NC(C)=C2C(=O)OCC2CCCCC2)ccc1O (centres undefined),-1,27
COc1ccc(NC(=O)C2=C(C)Nc3nc(CCCO)nn3C2c2ccc(OC)c(OC)c2)cc1 (centres undefined),-10,13
C[C@H]1CN([C@@H](C)CO)C(=O)c2cccc(NC(=O)c3nc4ccccc4s3)c2O[C@H]1CN(C)C(=O)Nc1ccc(F)cc1,2,2
O=C(CSc1ncn(-c2ccccc2)n1)Nc1ccc2c(c1)OCCO2,-8,11
COc1ccc(/C=N/NC2=NS(=O)(=O)c3ccccc32)cc1OC,-6,-5
Cc1cnc(NC(=O)Cn2cnc3c2c(=O)n(C)c(=O)n3C)s1,-7,15
COc1cccc(N(CC(=O)NCc2ccco2)C(=O)CCC(=O)Nc2nccs2)c1,-20,13

# Ordered by formula weight (ascending): 21 of the compounds above
SMILES,OX1R antag-1,OX1R antag-2
CCOc1ccc(CC(=O)NCCc2cnc[nH]2)cc1,-9,-1
C[C@@H](NC(=O)C(=O)c1c[nH]c2ccccc12)c1ccccc1,-6,13
CCCC(=O)Nc1ccc(C(=O)NCc2ccccn2)cc1,-20,6
O=C(COC(=O)Cc1cccc(C(F)(F)F)c1)Nc1ccccc1,-13,14
Cc1cccc(C)c1NC(=O)NC1(C(=O)N2CCCC2)CCCCC1,-7,7
COc1ccc(/C=N/NC2=NS(=O)(=O)c3ccccc32)cc1OC,-6,-5
O=C(N/N=C/c1cccn1-c1ccc(O)cc1)c1cccc2ccccc12,-5,17
COc1ccc(CC(=O)Nc2ccccc2N2CCOCC2)cc1OC,-18,8
CN1CCc2c(sc3nc(NN)n(-c4ccc(Cl)cc4)c(=O)c23)C1,-10,14
O=C(CSc1ncn(-c2ccccc2)n1)Nc1ccc2c(c1)OCCO2,-8,11
Cc1ccc(CN2CCN(Cc3cccc(OCCO)c3)CC2CCO)o1 (centres undefined),-16,16
O=C(NCc1ccccc1F)C1CCC(=O)N(Cc2ccc(Cl)cc2)C1 (centres undefined),-16,3
O=C(c1cccc([N+](=O)[O-])c1)N1CCCC(C(=O)N2CCc3ccccc3C2)C1 (centres undefined),-24,5
COc1ccc(C2=NO[C@@H]3C(=O)N(c4ccc5c(c4)OCCO5)C(=O)[C@H]23)cc1OC,-15,0
O=C(Nc1ccc(Cl)cn1)C1CCCN1S(=O)(=O)c1cccc2ccccc12 (centres undefined),3,64*
CCCc1c(C(=O)NNc2cc(C(F)(F)F)ccc2Cl)cnn1-c1ccccc1,-28,1
COc1cccc(N(CC(=O)NCc2ccco2)C(=O)CCC(=O)Nc2nccs2)c1,-20,13
Cc1ccccc1C(=O)N1CCN(c2ccc(NC(=O)c3ccc4c(c3)OCO4)cc2)CC1,-23,11
COc1ccc(NC(=O)C2=C(C)Nc3nc(CCCO)nn3C2c2ccc(OC)c(OC)c2)cc1 (centres undefined),-10,13
C=CC[C@@H](CC(=O)NCCO)C(=O)N[C@@H](COC(=O)[C@@H](CC=C)Cc1ccc(F)cc1)Cc1ccccc1,-24,13
C[C@H]1CN([C@@H](C)CO)C(=O)c2cccc(NC(=O)c3nc4ccccc4s3)c2O[C@H]1CN(C)C(=O)Nc1ccc(F)cc1,2,2

# Additional entries.
SMILES,OX1R antag-1,OX1R antag-2
COc1cc([N+](=O)[O-])ccc1NC(=O)COC(=O)CCS(=O)(=O)c1ccc(C)cc1,-22,26
O=S(=O)(c1cc(F)ccc1F)N1CCN(c2ncnc3ccccc23)CC1,45*,26
CSc1nccc(-c2sc(SC)c(C#N)c2-c2ccccc2)n1,-13,8
CC(C)C(C(=O)Nc1ccc2c(c1)OCCOCCOCCOCCO2)N1C(=O)c2ccccc2C1=O (centres undefined),-31,-2
O=C(c1ccc([N+](=O)[O-])o1)N1CCOCC1,-25,76
O=C(CN(C(=O)CNC(=O)c1cccs1)c1ccccc1F)NC1CCCCC1,-25,12
CC(=O)CSc1nc(-c2ccccc2)c(-c2ccccc2)o1,-5,18
CC(C)(c1ccccc1)c1ccc(OCC2CO2)cc1 (centres undefined),1,8
Cc1cc(OCC(=O)NC2CC(C)(C)NC(C)(C)C2)c(C)cc1Br,-9,-1
C=CCN1C(c2ccc(OCC)cc2)=CS/C1=C(\C#N)c1nnc2n1CCCCC2,-21,-4
Cc1cc(N2C(=O)C(O)=C(C(=O)c3cc4ccccc4o3)C2c2cccc(Br)c2)no1 (centres undefined),-7,4
C[C@]12CS(=O)(=O)C[C@H]1SC(=S)N2c1ccccc1,-6,17
COC(CSc1ncnc2c1oc1nc3c(cc12)COC(C)(C)C3)OC,-6,5
O=C(c1ccco1)N1CCN(C(=O)C2CCN(S(=O)(=O)c3cccc4nsnc34)CC2)CC1,-10,100*
Cc1ccc(-c2nn3c(C)nnc3s2)cc1NC(=O)COc1ccc(Cl)cc1,-17,20
CN(Cc1ccccc1)S(=O)(=O)c1cc2c3c(c1)CCN3C(=O)CC2,-15,9
CCc1c(C)sc(NC(=O)c2cc(C(C)C)on2)c1C#N,-25,19
Cc1ccnc(NS(=O)(=O)c2ccc(NC(=O)CN3C(=O)c4ccccc4S3(=O)=O)cc2)n1,-2,13
CCC(=O)N/N=c1/sc2ccccc2n1C,-9,25
CCC(=O)c1ccc(Oc2nc3c(c(=O)n(C)c(=O)n3C)n2CC)cc1,-22,9
CCOC(=O)C(C(=O)OCC)C(C#N)c1ccccc1 (centres undefined),1,32
O=S1(=O)C=C(Sc2nc3ccccc3s2)c2ccccc21,-9,10
COc1ccc(CC(=O)Nc2c3c(nn2-c2cccc(Cl)c2)CS(=O)C3)cc1 (centres undefined),-18,2
CCc1noc(C)c1C(=O)N1CCN(S(=O)(=O)c2ccc(C)cc2)CC1,-14,11
Cc1noc2ncnc(Oc3ccccc3)c12,-25,4
Cc1ccccc1CC(=O)c1ccc(O)c(C)c1O,-15,8
N#C/C(=C\Nc1ccccc1O)c1nc2ccccc2o1,23,37
CN(C)/C=C(\C(=O)c1ccccc1)c1nnnn1-c1ccc(F)cc1,-12,6
O=C(CCNC(=O)c1ccccc1Cl)Nc1ccncc1,5,17
O=C(CNc1cccc2ccccc12)N/N=C/c1ccccn1,-35,8
CC/C(C)=N/NS(=O)(=O)c1ccc(C)c([N+](=O)[O-])c1,1,26
Cc1cc(C)cc(N(CC(=O)NC2CCCCC2)C(=O)CCCC(=O)Nc2ccccn2)c1,-52,5
Cc1oc(-c2cccs2)nc1CN1CCC(c2ccccc2)CC1,-7,30
c1ccc(CCc2nn3c(Cn4cnc5ccccc54)nnc3s2)cc1,-13,3
O=C(O)[C@H]1CCCC[C@H]1C(=O)NCCc1ccccc1,-11,10
Cc1ccc(CN2CC(C(=O)N(Cc3nnc(-c4ccccc4Cl)o3)C3CC3)CC2=O)cc1 (centres undefined),-25,10
O=C(CN(Cc1ccc(F)cc1)C(=O)c1ccco1)NCc1ccc(F)cc1,-28,12
NS(=O)(=O)c1ccc(NC(=S)NC(=O)c2cccnc2)cc1,-6,17
CCOc1ncccc1C(=O)Nc1cccc(C(=O)Nc2cccc(S(=O)(=O)CCO)c2)c1,11,9
N#Cc1cc(-c2ccccc2)c[nH]c1=O,-5,35
COC(=O)/C(=C\Nc1ccccc1N)c1ncc(C(F)(F)F)cc1Cl,-35,8
O=C(Cn1cc(S(=O)(=O)N2CCN(c3ccccc3F)CC2)c2ccccc2c1=O)NCCCN1CCCCCC1,-34,11
CC(C)C(NC=C1C(=O)OC(C)(C)OC1=O)C(=O)O (centres undefined),-4,17
O=[N+]([O-])c1cc(/C=N\Nc2ccccn2)ccc1Cl,-17,12
CC(c1ccccc1)n1cnc2ccccc21 (centres undefined),-19,19
COc1cccc(C(=O)Nc2ccc(NC(=O)C3CC3)nc2)c1,-14,11
O/N=C/c1cc(Br)cc(Br)c1OCc1ccccc1,-16,31
C=CCn1c(C)cc(C(=O)COC(=O)COc2ccccc2C#N)c1C,-14,14
OC(c1cccnc1)c1cccs1 (centres undefined),9,8
CCN1C(=O)C(CC(=O)Nc2cc(C)ccc2C)SC1=Nc1ccc(S(N)(=O)=O)cc1 (centres undefined),-7,6
CN1CCN(C(=O)CCCOc2ccc(Cl)cc2Cl)CC1,-10,20
COc1ccc(C2=Nn3c(nnc3-c3ccncc3)SC2)cc1,-15,13
NC(=O)c1nsc(C(=O)N(c2cccc(F)c2)C(C(=O)NC2CCCC2)c2ccc(O)cc2)c1N (centres undefined),-11,7
O=C(N/N=C/c1ccc(Br)s1)c1ccc([N+](=O)[O-])cc1,-3,16
CN1C(C(=O)c2ccccc2)=C(N)c2ccccc2S1(=O)=O,-1,6
CCc1noc(C)c1C(=O)N1CCCC(CCC(=O)NCc2cccc(OC)c2)C1 (centres undefined),-20,21
CN(C(=S)NC(=O)C12CC3CC(CC(C3)C1)C2)c1ccc(O)cc1,-6,16
CSC1=NSC2=NC(=O)/C(=C\c3cccs3)C(=N)N12,-9,21
CN(C)CCCN(C(=O)c1cc2ccccc2oc1=O)c1nc2ccc(F)cc2s1,-19,24
O=C(CCc1ccccc1)Nc1ccc2c(c1)OCO2,-20,13

# (further entries)
SMILES,OX1R antag-1,OX1R antag-2
CCOc1ccc2nc(NC(=O)CSCC(=O)Nc3cc(C)on3)sc2c1,-16,20
CCOc1ccc(NS(=O)(=O)c2ccc(NC(=S)NC(=O)CC(C)C)cc2)cc1,29,9
COc1ccc(NC(=O)c2ccccc2C)cc1,-6,-5
O=C(CSc1ccccn1)NCc1ccc2c(c1)OCO2,-13,4
N#Cc1ccc(-c2csc(NC(=O)C3CC3)n2)cc1,-30,6
CCOC(=O)c1c(/N=C/C2C(=O)CC(C)(C)CC2=O)sc(C)c1C,-5,10
